From PubChem BioAssay
12-LOX inh = Primary qHTS assay for inhibitors of human arachidonate 12S-lipoxygenase (ALOX12): Round 2 | purified 12hLO, xylenol orange hydroperoxide absorbance | Polyunsaturated fatty acid lipoxygenase ALOX12 (Homo sapiens), P18054 | Potency, µM (top dose mostly 108 µM), for the others: at the top dose activity change, negative = inhibition, usual class: inhibitors | 1.1% of 580,000 active; active = well fitted inhibition curve with a large enough effect; inconclusive = small, poorly fitted or top-dose-only effect, or another doubt; inactive = no such curve, though single readings can be large or run the other way
Target sequence (P18054 whole entry, looked up): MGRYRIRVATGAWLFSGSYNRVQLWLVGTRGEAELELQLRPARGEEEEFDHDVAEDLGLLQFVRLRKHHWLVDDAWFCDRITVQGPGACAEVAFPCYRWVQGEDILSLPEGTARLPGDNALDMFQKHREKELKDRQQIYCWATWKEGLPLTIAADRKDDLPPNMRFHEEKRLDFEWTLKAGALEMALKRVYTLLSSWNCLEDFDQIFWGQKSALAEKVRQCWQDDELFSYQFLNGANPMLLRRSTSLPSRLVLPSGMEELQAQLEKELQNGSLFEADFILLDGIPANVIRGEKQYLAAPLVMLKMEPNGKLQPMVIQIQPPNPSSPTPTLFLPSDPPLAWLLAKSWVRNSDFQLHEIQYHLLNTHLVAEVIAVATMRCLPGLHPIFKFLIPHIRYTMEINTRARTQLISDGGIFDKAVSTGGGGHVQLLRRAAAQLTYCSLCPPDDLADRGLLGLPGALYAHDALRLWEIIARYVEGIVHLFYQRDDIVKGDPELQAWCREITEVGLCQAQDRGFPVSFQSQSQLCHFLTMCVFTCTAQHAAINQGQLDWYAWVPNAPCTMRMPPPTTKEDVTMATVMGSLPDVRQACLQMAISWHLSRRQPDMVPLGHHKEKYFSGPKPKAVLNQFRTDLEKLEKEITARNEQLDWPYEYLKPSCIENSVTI
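Hydroperoxide product was detected by ferrous iron/xylenol orange as the 573 to 405 nm absorbance ratio. Arachidonic acid at 40 uM (final) was turned over for 30 min at room temperature by 150 nM human 12hLO, pH 7.0 Hepes buffer, after 15 min compound preincubation.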
An asterisk follows results filed as active; ? = inconclusive; [ ] = dose if it differs, or a comment. % is set by controls: 0 for no effect and ±100 for the full control effect; potency is the fitted concentration of half-maximal effect. The list is partial, so the mix of outcomes need not match the whole.

SMILES	12-LOX inh
Cc1ccc(CNCCc2c[nH]c3ccccc23)cc1	?
CCC(CC)COC(=O)C1=C(C)N[C@]2(C)C[C@H]1c1ccccc1O2	-1%
CN(C)Cc1ccccc1-c1ccc2n(c1=O)C[C@H]1C[C@@H]2CN(C(=O)c2ccco2)C1	-2%[176 µM]
NC1(c2ccccc2Cl)CCCCC1=O (centres undefined)	?
COCC1CN(C)CC12CCN(Cc1cccc(OC)n1)CC2 (centres undefined)	86%[activator]
Cn1cccc1CN1CCC2(COc3ccncc3[S+](=O)([O-])N2)C1 (centres undefined)	0%[6.33 µM]
CCCN(CCC)CCc1c[nH]c2ccccc12	-18%
CN1Cc2ccccc2-n2ccnc2C12CCN(C(=O)Cc1ccc(Cl)cc1)CC2	23%
COc1cccc(CCNCc2ccc(OC)c3ccccc23)c1	?
CO[C@H]1C=CCCC=CC(=O)O[C@H]([C@H](C)C(=O)CCCC2CC(=O)NC(=O)C2)C(C)=C[C@@H](C)[C@@H]1O	4%
CCc1c(C)nc(N2CCN(CC)CC2)[nH]c1=O	-15%
O=C(O)C(=O)c1cn(Cc2ccccc2)c2ccc(-c3ccc(OC(F)(F)F)cc3)cc12	-26%[57.4 µM]
O=[S+]1([O-])NCC2(CCN(Cc3cccnc3)C2)Nc2ccccc21 (centres undefined)	47%[activator]
COc1cccc(CC(=O)N2[C@H]3CC[C@@H]2c2cnc(-c4ccccc4)nc2C3)c1	36%
Cc1nc(-c2ccc(C(F)(F)F)cc2)cc([C@H]2CN3CC[C@H]2C[C@@H]3CNC(=O)N2CCOCC2)n1	17%
COc1ccccc1OCC(=O)N1CCN(Cc2nc(N)c3ccccc3n2)CC1	?
CC(=O)c1ccc(NC(=O)NC[C@H]2C[C@@H]3CCN2C[C@@H]3c2cc(-c3ccco3)nc(C)n2)cc1	-4%
C=CCN(C)C(=O)[C@H]1CN2CCC1C[C@@H]2Cn1cc(CNC)nn1 (some centres undefined)	83%[activator][176 µM]
NCCc1noc(C2CC2)n1	14%
CCN1CCCCC12Cc1ccccc1CN(C(=O)Cc1ccc(OC)cc1)C2 (centres undefined)	?
C#C[C@]1(O)CC[C@H]2[C@@H]3CCC4=CC(=O)CCC4=C3C=C[C@@]21CC	?
CN1[C@@H]2CC[C@H]1CC(OC(=O)N1Cc3ccccc3NC1=O)C2 (some centres undefined)	16%
CC(CNC1CC1)c1ccccc1 (centres undefined)	-7%
COCCNC(=O)[C@H]1CN2CC[C@H]1C[C@@H]2Cn1cc(-c2ccc(C(C)(C)C)cc2)nn1	10%[176 µM]
CN1CC2CN(C(=O)c3cccs3)CC(C1)O2	40%

The last four compounds of the section before open the next one.
SMILES	12-LOX inh
CN1[C@@H]2CC[C@H]1CC(OC(=O)N1Cc3ccccc3NC1=O)C2 (some centres undefined)	16%
CC(CNC1CC1)c1ccccc1 (centres undefined)	-7%
COCCNC(=O)[C@H]1CN2CC[C@H]1C[C@@H]2Cn1cc(-c2ccc(C(C)(C)C)cc2)nn1	10%[176 µM]
CN1CC2CN(C(=O)c3cccs3)CC(C1)O2	40%
COc1ccccc1-c1cc([C@H]2CN3CC[C@H]2C[C@@H]3CNCc2cccc(C#N)c2)n(C)n1	101%[activator][176 µM]
C/C=C/c1ccc(OCC(=O)N2CCN(CCOc3ccccc3)CC2)c(OC)c1	2%
N=c1c2c(-c3ccccc3)c(-c3ccccc3)n(Cc3ccccc3)c2ncn1C1CCC(O)CC1 (centres undefined)	-23%[57.4 µM]
C=C[C@H]1CN2CC[C@H]1C[C@@H]2CNC(=O)Nc1ccc(C(C)(C)C)cc1	36%[176 µM]
COC(=O)[C@H]1[C@H](CO)[C@H]2Cn3c(cccc3=O)[C@@H]1N2CC1CCCCC1	?
COc1ccc([C@H]2C[C@@H](O)[C@@H](O)[C@@H]2NCC2CCCC2)cc1	1%[176 µM]
CN1CCNc2cc(Nc3ccc(F)c(Cl)c3)ncc2C1	-16%[176 µM]
CS(=O)(=O)NC[C@H]1C[C@@H]2CCN1C[C@@H]2CN1CCCCC1	23%[176 µM]
COc1ccc(-c2cc([C@H]3CN4CC[C@H]3C[C@@H]4CN)n(C)n2)cc1OC	101%[activator][176 µM]
CC(C)Oc1cccc(CCN)c1	-11%
O=C(NC1CN2CCC1CC2)c1ccc(Cl)cc1 (centres undefined)	18%
c1ccc(Nc2cc3c(cn2)CN(CC2CC2)CCN3)cc1	47%[activator][176 µM]
CC(NC(C)c1ccc(Cl)cc1)C(=O)c1c[nH]c2ccccc12 (centres undefined)	?
O=C(NC[C@H]1C[C@@H]2CCN1C[C@@H]2CN1CCCCC1)Nc1ccccc1	36%[activator][176 µM]
C=C[C@H]1CN2CC[C@H]1C[C@@H]2CNC(=O)c1ccc2ccccc2c1	53%[activator][176 µM]
Cc1ccccc1C(=O)N1CCC2(CC1)NCc1ccccc1-n1ccnc12	20%
O=C(Cc1coc(-c2ccccc2)n1)N1CCCC1CN1CCCC1 (centres undefined)	-4%
FC(F)(F)CN1C2CCC1CN(c1cncc(Br)c1)C2	?
CCOC(=O)[C@]12Cc3cc(C)ccc3[C@H]1N(Cc1ccccc1)C(=O)c1cc(OC)ccc12	?
CN1Cc2ccccc2-n2ccnc2C12CCN(C(=O)c1ccc(F)cc1)CC2	31%
CC(C)N1CCN(Cc2ccco2)CC1	-44%
O=C(Cc1c[nH]c2ccccc12)N1CCN(C(c2ccccc2)c2ccccc2)CC1	?
Cc1[nH]nc2c1C(c1ccc3c(c1)OCCO3)SCC(=O)N2 (centres undefined)	3%
O=[S+]1([O-])NC2(CCN(Cc3ccccn3)C2)COc2ccncc21 (centres undefined)	31%[activator]
O=C(c1ccoc1)N1CCC2(CC1)NCc1ccccc1-n1ccnc12	49%[activator]
Following part.
SMILES	12-LOX inh
COc1cc2c(cc1OCc1ccccc1)N(C(=O)c1ccncc1)CC21CCN(C)CC1	1%
CCCCCCC(C)(C)c1cc(OC)c2c(c1)OC(C)(C)[C@@H]1CC=C(C)C[C@@H]21	0%
CCCS(=O)(=O)N1CC(COC)C2(CCNCC2)C1 (centres undefined)	41%[activator]
CC(C)NC(=O)NC[C@H]1C[C@@H]2CCN1C[C@@H]2CN1CCN(c2ccccc2)CC1	37%[activator][176 µM]
CC(NCc1ccco1)C(O)c1ccccc1 (centres undefined)	?
O=C(O)C1CN(CP(=O)(O)O)CCN1 (centres undefined)	?
COc1ccc(-c2cc([C@H]3CN4CC[C@H]3C[C@@H]4CNC(=O)NC3CCCCC3)n(C)n2)cc1	-2%
CC1=NOC2(CCN(Cc3ccsc3)C2)C1 (centres undefined)	42%[176 µM]
CC(C)c1ccc(CNCCc2c[nH]c3ccccc23)cc1	?
CN(C)c1ccc(CN2CCC3(CC2)C(=O)Nc2ccccc23)cc1	7%[6.33 µM]
Nc1cccc(-c2cn(C[C@H]3CC4CCN3C[C@@H]4C(=O)NC3CC3)nn2)c1 (some centres undefined)	121%[activator][176 µM]
CC(Cc1ccccn1)N(C)Cc1ccc(S(C)(=O)=O)cc1 (centres undefined)	58%[activator]
COc1cccc(NC2=NCCS2)c1	0%
C#CCN1CCN(Cc2ccc3c(c2)OCCO3)CC1	0%
CC(C)N(C(=O)CN1CC=C(c2c[nH]c3ccccc23)CC1)C(C)C	-7%
N#Cc1ccc(C(=O)N2C[C@@H]3C[C@H](C2)c2c(-c4cccs4)ccc(=O)n2C3)cc1	13%[176 µM]
CCOC(=O)[C@]12Cc3cc(Cl)ccc3[C@H]1N(C1CCCCC1)C(=O)c1cc(OC)ccc12	45µM*
COc1ccc2c(c1)C1(CCN(S(=O)(=O)c3cccc(Cl)c3)C1)C(=O)N2C (centres undefined)	9%
COc1cccc(N2CC3CCC(C2)N3CC(F)(F)F)n1	0%[6.33 µM]
O=S(=O)(c1ccc(Cl)cc1)N1Cc2ccc(Br)cc2-n2nncc2C1	-1%
CN(C)CCC(=O)c1ccccc1	?
O=C(Nc1ccccc1)N1CC[C@@]2(CCCN(C(=O)Oc3ccccc3)C2)C1	9%[57.4 µM]
Cc1noc(C)c1C(=O)N1CCC2(CCCN(CC(C)C)C2)CC1	2%[57.4 µM]
Cc1sc2c(c1C)C(c1ccc(F)cc1)=NCC(=O)N2CC(=O)Nc1cc(F)ccc1F	-33%
O=C1NC2(CCN(Cc3ccncc3)C2)Oc2ccccc21 (centres undefined)	12%[176 µM]

Arranged by length of the SMILES (lowest first): some entries from above
SMILES	12-LOX inh
C#CCN1CCN(Cc2ccc3c(c2)OCCO3)CC1	0%
Cc1sc2c(c1C)C(c1ccc(F)cc1)=NCC(=O)N2CC(=O)Nc1cc(F)ccc1F	-33%
COc1ccc(-c2cc([C@H]3CN4CC[C@H]3C[C@@H]4CNC(=O)NC3CCCCC3)n(C)n2)cc1	-2%

(continued)
SMILES	12-LOX inh
O=C(C1CCC1)N1[C@H]2CC[C@@H]1c1cnc(-c3ccccc3)nc1C2	9%
O=C(c1cccs1)N1CC(CO)C2(CCNCC2)C1 (centres undefined)	35%
O=C(Nc1ccc2n(c1=O)C[C@H]1C[C@@H]2CN(Cc2ccc(F)cc2)C1)c1cccs1	?
Fc1ccc(C2NCc3ccccc3-n3cccc32)cc1 (centres undefined)	?
CCCS(=O)(=O)N1C[C@@H]2C[C@H](C1)c1c(-c3cccc(C#N)c3)ccc(=O)n1C2	0%[176 µM]
O=C(Oc1ccccc1)N1CCC[C@@]2(CCN(Cc3cc(C(F)(F)F)cc(C(F)(F)F)c3)C2)C1	7%[57.4 µM]
Cc1oc2cc(OCC(=O)N3CCN(C)CC3)ccc2c(=O)c1-c1ccccc1	?
C=CCOc1cccc(CNCCc2ccccc2)c1	-14%
Fc1cccc(CC2CCOC3(CCNCC3)C2)c1 (centres undefined)	21%
O=C(CCc1c[nH]c2ccccc12)N1[C@H]2CC[C@@H]1c1cnc(-c3ccccc3)nc1C2	28%
COCCC(=O)N1CCC2(CC1)c1nccn1-c1ccccc1CN2CC(C)C	39%
O=C(Cc1c(F)cccc1Cl)N1[C@H]2CC[C@@H]1c1cnc(-c3ccccc3)nc1C2	33%[activator]
COc1ccccc1CC(=O)N1CCC2(CC1)c1nccn1-c1ccccc1CN2C	31%[activator]
COCc1cn(C[C@H]2C[C@@H]3CCN2C[C@@H]3C(=O)NCc2ccccc2OC)nn1	10%[176 µM]
O[C@H]1[C@H](NCc2ccccn2)[C@H]2CO[C@H](O2)[C@@H]1N1CCCC1	116%[activator][176 µM]
CCCC1CCC(NC(C)C)CC1 (centres undefined)	26%
Cc1cnc(CCN)n1CC1CC1	97%[activator]
c1cc(C2CCCNC2)[nH]n1 (centres undefined)	43%[activator]
CCC(CC)c1cc([C@H]2CN3CC[C@H]2C[C@@H]3CNC(=O)COC)nc(-c2ccncc2)n1	43%[activator]
N#Cc1ccc(NC(=O)CSC2=Nc3ccccc3C3CC=NN23)cc1Cl (centres undefined)	?
Cn1nc(-c2ccc3ccccc3c2)cc1[C@H]1CN2CC[C@H]1C[C@@H]2CNC(=O)Nc1ccccc1	35%
O=C1NC2(CCCN(Cc3ccccn3)C2)COc2ccccc21 (centres undefined)	5%[176 µM]
COc1ccccc1-c1cc([C@H]2CN3CC[C@H]2C[C@@H]3COC(=O)Nc2ccc(C(C)=O)cc2)n(C)n1	39%
Cc1ccc([C@@H]2CN(C(=O)c3ccco3)[C@@H]3C4CCN(CC4)[C@@H]32)cc1	?
COC(=O)[C@@H]1[C@@H](CO)[C@@H]2Cn3c(cccc3=O)[C@H]1N2Cc1ccccc1OC	?

Filtered by structure, the compounds so far containing an NH in an aromatic ring
SMILES	12-LOX inh
Cc1ccc(CNCCc2c[nH]c3ccccc23)cc1	?
CCCN(CCC)CCc1c[nH]c2ccccc12	-18%
CCc1c(C)nc(N2CCN(CC)CC2)[nH]c1=O	-15%
CC(NC(C)c1ccc(Cl)cc1)C(=O)c1c[nH]c2ccccc12 (centres undefined)	?
O=C(Cc1c[nH]c2ccccc12)N1CCN(C(c2ccccc2)c2ccccc2)CC1	?
Cc1[nH]nc2c1C(c1ccc3c(c1)OCCO3)SCC(=O)N2 (centres undefined)	3%
CC(C)c1ccc(CNCCc2c[nH]c3ccccc23)cc1	?
CC(C)N(C(=O)CN1CC=C(c2c[nH]c3ccccc23)CC1)C(C)C	-7%
O=C(CCc1c[nH]c2ccccc12)N1[C@H]2CC[C@@H]1c1cnc(-c3ccccc3)nc1C2	28%
c1cc(C2CCCNC2)[nH]n1 (centres undefined)	43%[activator]

(listing goes on)
SMILES	12-LOX inh
O=C(O)C1=NOC2CN(Cc3cncs3)CC12 (centres undefined)	13µM*
S=C(SSC(=S)N1CCCCC1)N1CCCCC1	?
Cc1nc(-c2ccc(F)cc2)cc([C@H]2CN3CC[C@H]2C[C@@H]3CNC(=O)C2CC2)n1	76%[activator][176 µM]
CC12CCC(O)CC1CCC1C2CCC2(C)C(C(=O)CO)CCC12 (centres undefined)	-25%
CC(C)NC(=O)NC[C@H]1C[C@@H]2CCN1C[C@@H]2c1cc(C2CCCCC2)nn1C	28%[176 µM]
CN(C)C(=O)Oc1ccc2c(=O)c(-c3ccccc3)c(C(F)(F)F)oc2c1	0%
O=C1C2CC=CCC2C(=O)N1SC(Cl)(Cl)Cl (centres undefined)	40µM*
Cc1cccc(CN2CCN(C(=O)Cc3n[nH]c(=O)c4ccccc34)CC2)c1	-3%
COc1ccc(C(=O)NC[C@H]2C[C@@H]3CCN2C[C@@H]3c2cc(-c3ccccc3)nn2C)cc1	38%[activator][176 µM]
COCc1cn(C[C@H]2CC3CCN2C[C@@H]3C(=O)N2CCN(c3ccccc3OC)CC2)nn1 (some centres undefined)	1%
